Statin myotox sup: protects C2C12 myotubes from simvastatin toxicity. ATP luminescence, 48 h; scaled: DMSO 0, geranylgeraniol control 100. rescue of ATP level, % at 7.49 µM. 330,000 compounds, 0.78% hits;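 active = mean ATP rescue above about 67%, or every replicate alone reaching that limit, limit read from the data, passing the limit was not always enough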;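 also: myotubes were challenged with 10 µM simvastatin during compound exposure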
LGR2 inh: Drosophila LGR2 receptor signaling inhibition; HEK293 LGR2, CRE-luciferase, bursicon-stimulated, 4 h; inhibition, % at 9.99 µM; 380,000 compounds, 0.35% hits;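 active = drop in luminescence signal, shown as inhibition above about 50% in the replicate tests, limit read from the data, passing the limit was not always enough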;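 also: agonist challenge used bursicon conditioned medium at about half maximal strength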
SIRT5 inh: blocks human SIRT5 desuccinylation of peptide; 330,000 compounds, 1.1% hits; inhibition, % at 15 µM; Q9NXA8; AID 652115; Purified SirT5, succinyl-peptide AMC, trypsin-coupled fluorescence; in the data active = inhibition above about 15%
Target sequence (Q9NXA8 whole entry, looked up): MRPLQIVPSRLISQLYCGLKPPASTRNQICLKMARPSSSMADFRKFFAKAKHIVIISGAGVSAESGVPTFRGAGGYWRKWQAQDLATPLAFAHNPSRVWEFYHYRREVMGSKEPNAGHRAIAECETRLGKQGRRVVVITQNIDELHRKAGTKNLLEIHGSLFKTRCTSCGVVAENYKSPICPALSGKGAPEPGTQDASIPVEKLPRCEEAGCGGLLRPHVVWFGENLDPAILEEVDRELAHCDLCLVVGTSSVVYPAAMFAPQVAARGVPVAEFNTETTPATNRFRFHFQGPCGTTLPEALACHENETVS
CASP6 VEID inh: inhibitors of human caspase-6 | P55212 | purified caspase-6, Z-VEID-R110 cleavage fluorescence | inhibition, % at 12.5 µM | 350,000 compounds, 0.53% hits;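 active = mean inhibition across replicates at least about 35%, with every replicate also reaching that limit, limit read from the data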;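 also: 0% = median of neutral control wells and 100% = no fluorescence left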
Target sequence (P55212 24-179 limits assumed): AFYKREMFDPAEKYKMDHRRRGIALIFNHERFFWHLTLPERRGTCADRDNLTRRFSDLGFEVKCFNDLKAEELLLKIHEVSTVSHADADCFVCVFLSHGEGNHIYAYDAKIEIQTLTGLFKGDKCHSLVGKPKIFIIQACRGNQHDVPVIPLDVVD
Target sequence (P55212 194-293 limits assumed): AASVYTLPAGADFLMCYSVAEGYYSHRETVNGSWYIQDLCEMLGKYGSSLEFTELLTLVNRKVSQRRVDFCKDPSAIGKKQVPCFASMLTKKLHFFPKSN
esBAF inh: inhibitors of esBAF chromatin remodeling in mouse ES cells | Bmi1-luciferase knock-in reporter, 24 h; 100% = twice the neutral-well signal | reporter increase, % at 12.5 µM | 350,000 compounds, 2% hits | AID 602393; in the data active = activation above about 40%;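 also: 0% = median of the plate's neutral control wells and 100% = double that signal; a rise in the Bmi1 reporter signal indicates esBAF inhibition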
S100A4 inh HTS: inhibitors of human S100A4 binding to myosin IIA peptide | inhibition, % at 10.7 µM | S100A4/TAMRA-MyoIIA peptide fluorescence polarization | AID 652163 | 360,000 compounds, 0.14% hits;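 active = mean inhibition of at least 70% across replicates, with every replicate also reaching that level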
Target sequence (P26447 whole entry, looked up): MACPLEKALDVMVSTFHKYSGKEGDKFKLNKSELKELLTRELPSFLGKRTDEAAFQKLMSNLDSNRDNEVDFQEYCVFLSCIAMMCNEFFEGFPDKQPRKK
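Test system: S100A4 monomer protein; Medium: HEPES pH 7.2 with CaCl2, KCl, NaCl, DTT, Triton; Probe or stimulus: TAMRA-labelled myosin IIA heavy-chain peptide probe, 5 nM; Doses: one dose per compound; Times: polarization read 5 min after assay mix addition, stable 5–60 min; Benchmarks: neutral control DMSO, positive control TFP.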
FN deposition inh: fibronectin deposition inhibition; AH1F fibroblasts, Alexa488-fibronectin deposition fluorescence, overnight; inhibition, % at 12.6 µM; 350,000 compounds, 0.086% hits; AID 743247;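 active = mean inhibition across replicates of 30% or more, regardless of how many single replicates reach that level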;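 also: positive control wells lacked labelled fibronectin entirely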
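Measured by – fluorescence 485/525 nm · System – AH1F fibroblast monolayer, labelled fibronectin deposition · Amount – 10000 cells per well · Buffer or medium – serum-reduced DMEM (2% serum) · Doses – single dose, pinned · Also added – fluorescent fibronectin at 24 nM final · Schedule – 1 h cell attachment, overnight exposure to compound and label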
* hit, by the source's call; · = no result given; & = joins results of further samples. This is a subset (hit frequency here may not be typical).

Screens in order – Statin myotox sup, LGR2 inh, SIRT5 inh, CASP6 VEID inh, esBAF inh, S100A4 inh HTS, FN deposition inh
- CCCC1(CCC)C(=O)NC(=Nc2ccc(C)cc2)NC1=O
  ·, -4, 2, 1, ·, 2, -5
- COc1ccc2[nH]cc(CCNCc3cccnc3)c2c1
  3, 5, -3, -29, -8, 0, 3
- C=CCN1C(=S)N[C@@H]2c3ccccc3O[C@@]1(C)[C@@H]2C(=O)OCC
  ·, ·, 0, -2, ·, 5, ·
- O=S1(=O)NCC2(CC2)CN1Cc1ccccc1
  ·, -16, 1, 1, ·, 0, 6
- C[C@H]1CCC/C=C/[C@@H]2C[C@H](O)C[C@H]2[C@H](O)/C=C/C(=O)O1
  -76&-86, 17, 3&-3, 2&25, -59&-61, 3&-14, -2&9
- CCN(CC)P(=O)(Oc1ccccc1)Oc1ccccc1
  ·, 11, -6, 3, ·, -10, 4
- O=c1[nH]c(=S)n(-c2ccc(Cl)cc2)c(O)c1C=Nc1ccc(N2CCOCC2)cc1
  ·, 2, -1, ·, ·, 31, -2
- C[C@H](NC(=O)N1C[C@H]2C[C@@H](C1)c1cccc(=O)n1C2)C(=O)Nc1ccc(F)c(F)c1
  0, -5, 3, -5, -7, -3, ·
- COc1ccc(/C=C2\C(=O)NC(=O)N(Cc3ccccc3)C2=O)c(OC)c1OC
  -8, -6, -3, 12, -17, -1, -6
- COC(=O)c1ccc(N2CCN(C)CC2)c([N+](=O)[O-])c1
  ·, 28, 0, 0, ·, 0, ·
- CC(C)(C)c1cc([N+](=O)[O-])cc(C(C)(C)C)c1O
  ·, 45, -1, ·, ·, 0, 5
- CCCCCn1c(=O)c(C(=O)Nc2cnccn2)c(O)c2ccccc21
  -158, 11, -1, -1, -22, 0, ·
- CN1CCN(c2cc(N3CCNCC3)ccc2[N+](=O)[O-])CC1
  -24, 2, ·, ·, 1, ·, 12
- CN1C[C@H](CO)C=C2c3cccc4[nH]cc(c34)C[C@H]21
  4, 7, -36, 6, -10, 9, ·
- CCC(c1nnnn1-c1ccc2c(c1)OCCO2)N1CCC2(CC1)C(=O)NCN2c1ccccc1 (stereo not given)
  -22, -14, 1, 1, 9, 2, 9
- COC(=O)C1=C(c2cc3ccccc3o2)C[C@@H]2CC[C@H]1N2C(=O)N1CCC(O)CC1
  0, 5, ·, 2, 8, 1, 2
- CCc1ccc(OCC(=O)N2CCN(Cc3ccc4c(c3)OCO4)CC2)cc1
  -2, 21, 0, 8, 6, 4, -5
- O=C1CC[C@@]2(O)[C@H]3Cc4ccc(O)c5c4[C@@]2(CCN3CC2CC2)[C@H]1O5
  -5, -5, 0, -1, -7, -13, -6
- Cc1c(CC(=O)N2C[C@H]3C[C@@H](C2)c2cccc(=O)n2C3)c(=O)oc2cc(O)c(Cl)cc12
  15, 3, -101, 4, -3, -5, ·
- O=C1CC(=O)N(c2ccccc2F)C(=O)N1
  3, 6, 6, 3, -1, -6, 0
- COc1cc2c(cc1O)C[C@H]1NCCc3cc4c(c-2c31)OCO4
  20, 12, -6, 16, -1, 3, -11
- O=c1[nH]c(=S)[nH]c(O)c1N=Nc1cc(S(=O)(=O)Nc2ccc(Cl)cc2)ccc1Cl
  9, -15, 5, 0, -5, 1, -7
- S=C(NCCc1ccccc1)N1Cc2cc(-c3ccccc3)ccc2-n2nncc2C1
  -10, -2, -2, 4, -5, 2, 18
- CCOC(=O)CNC(=O)CNC(=O)C(Cc1ccc(N(CCCl)CCCl)cc1)NC(C)=O (stereo not given)
  ·, 8, -1, 0, ·, 3, -10
- CCC(C)n1c(O)c(C(c2ccccn2)c2c(O)n(C(C)CC)c(=S)[nH]c2=O)c(=O)[nH]c1=S (stereo not given)
  -1, -1&-14, 0, 6&3, -11, 21&-24, ·
- CC(=O)C1(c2ccccc2)CCNCC1
  40, 8, ·, ·, -2, ·, ·
- Cc1cccc(N2C(=O)NC(=O)/C(=C/c3ccc(N4CCOCC4)cc3)C2=O)c1
  ·, 33, 3, 5, ·, -65, 17
- C[C@]12CCC3C(CC[C@H]4C[C@@H](O)CC[C@]34C)[C@H]1CC[C@H]2O (stereo not given in full)
  3, 10, -2, -3, 8, 1, 10
- CCc1ccc(OCCCN=C(C)c2c(O)n(C)c(=O)n(C)c2=O)cc1
  -22, ·, ·, ·, 3, ·, 1
- Cc1cc(N(CCCl)CCCl)ccc1/C=N/N=C(\N)c1cnccn1
  ·, -34, -3, -4, ·, -2, -12
- CN1C(=O)C(O)N=C(c2ccccc2)c2ccccc21 (stereo not given)
  -11, 16, -7, -1, -4, -1, 4
- CNC1(c2ccc(F)cc2)CCCCC1
  ·, 8, -4, -2, ·, 0, -2
- CC1=C(C)CC2(C(=O)NC(=O)NC2=O)C(C)C1 (stereo not given)
  ·, -10, -3, 0, ·, -2, 1
- Cc1cccc(OCC(=O)N2CCN(Cc3ccc4c(c3)OCO4)CC2)c1
  4, 20, 0, 1, -8, -4, 8
- COC(=O)C1=C(c2ccccc2)C[C@@H]2CC[C@H]1N2C(=O)NCc1ccco1
  -7, 6, ·, 2, 2, 2, 5
- CCCN1[C@@H]2c3ccc(-c4ccc(OC)cc4)c(=O)n3C[C@H]1[C@H](CO)[C@H]2C(=O)OC
  -3, -1, -23, 1, 5, -9, ·
- CC[N+](C)(CC)CCCCOc1ccc2c(c1)C(=O)c1cc(OCCCC[N+](C)(CC)CC)ccc1-2
  ·, 3, -2, -38, ·, 5, -2
- CCCc1cc(=O)oc2cc(OCC(=O)N3CCC(C(=O)O)(c4ccccc4)CC3)ccc12
  6, ·, ·, 3, 3, -1, ·
- O=c1[nH]c(=O)n(Cc2ccc(F)cc2)c(O)c1C=NCCCn1ccnc1
  2, ·, ·, ·, -4, ·, -7
- COc1ccccc1-n1c(-c2ccc(C)cc2)nc2ccccc2c1=O
  -2, 4, 0, 2, 18, 2, 6
- COc1cccc(CCNCc2cccc(C(F)(F)F)c2)c1
  -6, ·, -1, -2, -3, -2, -3
- C[C@@H]1CN([C@H](C)CO)C(=O)CCCn2cc(nn2)CO[C@@H]1CN(C)C(=O)Oc1cccc2ccccc12
  11, -6, 3, 0, 4, -13, -3
- c1ccc(CCNC2CCCCCC2)cc1
  -6, -5, -4, -2, -3, -2, 3
- O=P(C(Cl)Cl)(N1CCOCC1)N1CCOCC1
  3, -6, -3, -2, -10, 0, 4
- C[C@@H]1CN([C@@H](C)CO)C(=O)CCCn2nncc2CO[C@H]1CN(C)C(=O)Oc1cccc2ccccc12
  2&19&14, -1&-7, -2&-7, -1&-2, 1&-7&2, -5&2, -9&-6
- CCCCn1c(O)c(C(CC)=Nc2ccc(OCC)cc2)c(=O)[nH]c1=O
  -2, ·, ·, ·, 23, ·, -6
- CCOc1ccc(N2C(=O)NC(=O)/C(=C\c3ccccc3[N+](=O)[O-])C2=O)cc1
  ·, ·, -2, 7, ·, -5, 11
- CC(C)C[C@H]1C(=O)N2CCCC2[C@]2(O)O[C@](NC(=O)[C@@H]3C=C4c5cccc6[nH]cc(c56)CC4N(C)C3)(C(C)C)C(=O)N12 (stereo not given in full)
  -1, ·, ·, ·, 3, 34, ·
- CCCN1CCC[C@@H]2Cc3[nH]ncc3C[C@H]21
  -2, 2, 3, ·, -4, -2, -11
- CN(C)CC1CSCCC1(O)c1ccc(C(F)(F)F)cc1 (stereo not given)
  ·, 2, -25, 0, ·, -3, 0
- Clc1ccc(C(Cl)(Cl)Cl)c(Cl)c1
  5, 11, ·, -5, -4, -2, ·
- O=c1[nH]c(=O)n(CCC2=CCCCC2)c(O)c1C=NCCN1CCNCC1
  5, ·, ·, ·, 2, ·, -6
- CN(CC#CCN1CCCC1)C(=O)c1cccc(Cl)c1
  ·, 9, -6, 0, ·, -3, -1
- Cn1c(O)c(C=Nc2ccccc2-c2ccccc2)c(=O)n(C)c1=O
  ·, 5, 4, 3, ·, 1, -2
- Cc1c(C=O)c2ccccc2n1Cc1ccc([N+](=O)[O-])cc1
  9, 9, -7, 0, -6, 1, 6
- COc1cccc(NC2=NCCCS2)c1
  -8, 11, -6, 1, 2, -5, -1
- O=P1(Oc2ccccc2)OCCCS1 (stereo not given)
  ·, -19, 6, 16, ·, -5, 2
- COc1ccc(P2(=O)Nc3ccccc3N2)cc1
  ·, ·, -3, 8, ·, -2, 2
- CCCN1CCO[C@@H]2c3cc(O)ccc3OC[C@H]21
  4, -3, -5, -2, -3, -3, 6
- O=c1c2ccccc2nc(-c2ccc(Cl)cc2Cl)n1-c1nccs1
  -10, -11, ·, ·, -11, ·, -2

Compound profiles, from the list above. Screens in order: Statin myotox sup	LGR2 inh	SIRT5 inh	CASP6 VEID inh	esBAF inh	S100A4 inh HTS	FN deposition inh
COc1cccc(NC2=NCCCS2)c1 across the screens: -8	11	-6	1	2	-5	-1
Cn1c(O)c(C=Nc2ccccc2-c2ccccc2)c(=O)n(C)c1=O across the screens: ·	5	4	3	·	1	-2
CCCN1CCO[C@@H]2c3cc(O)ccc3OC[C@H]21 across the screens: 4	-3	-5	-2	-3	-3	6

The list goes on.
Screens in order – Statin myotox sup, LGR2 inh, SIRT5 inh, CASP6 VEID inh, esBAF inh, S100A4 inh HTS, FN deposition inh
- C=CCn1c(O)c(C(CC)=Nc2ccc(N(C)C)cc2)c(=O)[nH]c1=O
  11, 0, -4, 2, 3, -7, -4
- CCC(c1nnnn1-c1ccc(OC)cc1)N1CCC(n2c(=O)[nH]c3ccccc32)CC1 (stereo not given)
  -2, -1, -1, 2, 2, -1, ·
- O=C(COC(=O)Cc1ccccc1)NC(=O)NC1CCCCC1
  13, -2, -1, 0, -8, -1, 0
- O=C(O)[C@H]1[C@H](CO)[C@H]2Cn3c(ccc(-c4ccncc4)c3=O)[C@@H]1N2C(=O)C1CCCCC1
  -7, 11, -54, -6, -3, 99*, 10
- O=C(CCC(=O)N1C[C@H]2C[C@@H](C1)c1cccc(=O)n1C2)NCc1ccc(F)cc1
  -3, -2, ·, -4, -2, -25, ·
- O=C(CN1CCCCC1)c1ccccc1Cl
  8, -7, 3, 0, 19, -4, -2
- COC(=O)C1=C(c2cccc(Cl)c2)C[C@@H]2CC[C@H]1N2C(=O)N1CCCC1
  -5, 6, -3, -1, -4, 2, -2
- CCN1CCC2(CCNC2)C1 (stereo not given)
  -5, ·, ·, ·, 0, ·, -18
- C=CCn1cc(C=C2C(=O)NC(=O)NC2=O)c2ccccc21
  5, -55, -13, 1, 10, 24, 11
- Cc1ccc(C2C(S(C)(=O)=O)=C(O)C(=O)N2c2ccccc2)cc1 (stereo not given) (tested in a mixture with another compound)
  -3, 13, ·, ·, 0, ·, ·
- O=C(c1cc(F)ccc1F)C1CCCN(Cc2cc(Cl)ccc2O)C1 (stereo not given)
  3, ·, 0, 1, -5, -5, 3
- CN(C)C1(CNC(=O)Nc2ccc(Cl)c(Cl)c2)CCCCC1
  -70, -2, -2, -7, -1, 1, -9
- CC(C)c1ccc(C2NCc3ccccc3-n3cccc32)cc1 (stereo not given)
  -9, -1, -3, -4, 7, -7, 6
- CCOc1ccc(Cl)cc1CNCCc1ccc(F)cc1
  -11, 3, -8, -2, 5, 0, 4
- COc1ccccc1OP(=O)(Nc1cccnc1)Oc1ccccc1OC
  ·, 6, 1, 2, ·, -2, ·
- COc1c(C)cc(C(=O)C2CCCN(C3CCOCC3)C2)cc1C (stereo not given)
  -6, ·, 0, -1, -7, 2, -2
- Cc1nn(Cc2ccccc2)c(C)c1C(=O)NC1CCCc2ccccc21 (stereo not given)
  ·, 2, 1, 1, ·, 1, 3
- C#C[C@@]1(O)CCC2C3CCC4=C/C(=N/OCC(=O)NC(C(=O)NC(CC(C)C)C(=O)O)C(C)C)CC[C@]4(C)C3CC[C@@]21C (stereo not given in full)
  -1, 3, 3, -6, -3, 1, -6
- c1ccc2c(CN3CCCCCC3)c[nH]c2c1
  ·, -7, -6, -9, ·, -3, 5
- CC1=C(C(=O)O)N2C(=O)C(NC(=O)CCCC(=O)O)C2SC1 (stereo not given)
  ·, 7, -4, 0, ·, 3, -2
- CC1N=C(c2ccccc2)c2cc(Br)ccc2NC1=O (stereo not given)
  3, -5, -1, -1, 11, 3, 5
- Cc1cc(OCC(=O)NCC2CCC(C(=O)O)CC2)c2c3c(c(=O)oc2c1)CCC3 (stereo not given)
  4, 12, -25, 2, -7, 6, ·

From PubChem
